Assay outcomes (PubChem)
TAAR1 antag = antagonists of human TAAR1; CHO RD-HGA16 TAAR1, Fluo-8 calcium fluorescence, antagonist; inhibition, % at 3 µM; 360,000 tested, 1.5% active; AID 624466;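 active means inhibition above a per-plate cutoff, the mean inhibition of test compounds on that plate plus 3 SD, cut at about 49% in these data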;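 further: 0% = DMSO plus EC80 beta-PEA response and 100% = DMSO alone without agonist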
Target sequence (Q96RJ0 whole entry, looked up): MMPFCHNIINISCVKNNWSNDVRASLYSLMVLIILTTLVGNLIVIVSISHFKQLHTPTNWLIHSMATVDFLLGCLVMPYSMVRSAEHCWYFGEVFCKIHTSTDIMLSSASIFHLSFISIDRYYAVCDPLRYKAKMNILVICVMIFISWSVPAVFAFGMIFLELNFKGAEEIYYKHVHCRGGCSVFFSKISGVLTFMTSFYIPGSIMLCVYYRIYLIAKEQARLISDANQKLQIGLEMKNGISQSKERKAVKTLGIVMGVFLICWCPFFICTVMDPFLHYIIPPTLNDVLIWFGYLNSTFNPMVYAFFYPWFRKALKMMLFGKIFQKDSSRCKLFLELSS
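Material: RD-HGA16 CHO cells with stable hTAAR1 and Gα16; Dosing: single nominal final test compound concentration of 3 µM; Schedule: seeding 17-24 h prior, 75-min 37 °C, 30-min RT dye loading; Detection: kinetic Fluo-8 calcium fluorescence measurement; Measure: % inhibition from peak post-agonist over basal fluorescence ratio; Benchmarks: vehicle and agonist controls.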
M4 PAM = potentiates acetylcholine response at human M4 receptor | activation, % at 3 µM | CHO-K1 hM4/Gqi5, Fluo-8 calcium fluorescence, ACh EC20; 0% = ACh EC20, 100% = maximal ACh | P08173 | 360,000 tested, 0.4% active;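 active means activation above its plate's cutoff, the mean activation of sample wells plus 3 SD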; further: some results filed as inactive read as strong as hits
CRFBP-R2 block = antagonists of CRF-binding protein/CRF-R2 receptor complex. HEK293 CRF-R2/CRF-BP, CRF-induced calcium fluorescence. inhibition, % at 11.8 µM. 350,000 tested, 0.59% active;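 active means inhibition of the ligand-induced calcium signal above about 50% at the single tested concentration, limit read from the data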
M1 PAM parental = nonselective activator or artifact in parental CHO-K1 calcium assay; ATP EC20, Fluo-8 calcium fluorescence; 0% at ATP EC20, 100% at ATP max; activation, % at 3 µM; 360,000 tested, 0.02% active; AID 602247;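 active means activation above the run cutoff, the mean activation of all test compounds plus 3 SD, cut at about 40% in these data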;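 further: peak over basal fluorescence ratio in a 140 s read after ATP addition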
CHRM5 PAM = potentiates acetylcholine response at human M5 receptor | P08912 | CHO-K1 hM5, Fluo-8 calcium, ACh EC20 PAM; 0% = ACh EC20, 100% = ACh EC100 | activation, % at 3 µM | 360,000 tested, 0.3% active;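 active means activation above the run cutoff, the mean activation of all test compounds plus 3 SD, cut at about 18% in these data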
Target sequence (P08912 whole entry, looked up): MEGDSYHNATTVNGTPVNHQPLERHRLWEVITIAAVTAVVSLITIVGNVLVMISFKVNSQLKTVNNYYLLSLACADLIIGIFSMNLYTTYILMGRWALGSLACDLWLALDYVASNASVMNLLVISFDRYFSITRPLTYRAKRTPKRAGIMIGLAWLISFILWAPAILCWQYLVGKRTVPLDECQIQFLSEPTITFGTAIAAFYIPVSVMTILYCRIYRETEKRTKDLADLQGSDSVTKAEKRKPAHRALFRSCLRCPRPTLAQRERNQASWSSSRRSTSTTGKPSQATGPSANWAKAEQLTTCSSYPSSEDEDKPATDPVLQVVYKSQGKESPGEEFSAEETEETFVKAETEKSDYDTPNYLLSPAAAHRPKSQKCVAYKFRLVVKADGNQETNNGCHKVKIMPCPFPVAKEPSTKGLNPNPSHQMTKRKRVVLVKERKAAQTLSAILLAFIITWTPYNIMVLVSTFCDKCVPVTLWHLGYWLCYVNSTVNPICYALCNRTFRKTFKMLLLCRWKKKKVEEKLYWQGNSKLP
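System – CHO-K1 hM5 cells · Compound – 3 µM, single dose · Incubation – compound preincubation 140 s before EC20 acetylcholine addition · Technique – Fluo-8 calcium fluorescence · Measure – Max/basal fluorescence ratio as % of EC20–EC100 ACh window · Benchmarks – low control EC20 acetylcholine (0%), high control EC100 acetylcholine (100%) · Replication – singlicate, one well per test compound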
M5 ag = CHRM5 agonism in calcium assay | CHO-K1 hM5 cells, Fluo-8 calcium fluorescence; 0% DMSO wells, 100% maximal acetylcholine response | activation, % at 3 µM | 360,000 tested, 0.19% active | AID 624037;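 active means activation above the run's mean over test compounds plus 3 SD, cut at about 23% in these data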;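 further: signal is peak over basal fluorescence ratio across the kinetic read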
TAAR1 agonist = human TAAR1 agonism; CHO RD-HGA16 TAAR1, Fluo-8 calcium fluorescence; vehicle wells 0%, saturating PEA agonist 100%; AID 624467; Q96RJ0; 360,000 tested, 0.99% active; activation, % at 3 µM;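 active means activation above the mean activation of all test compounds in the run plus 3 SD, cut at about 38% in these data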
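System: CHO-derived RD-HGA16 cells with stable Gα16 and human TAAR1 / Times: 17-24 h plating, Fluo-8 75 min 37 °C, 30 min RT / Technique: calcium-sensitive Fluo-8 signal, excitation 470-495, emission 515-575 nm / Measure: % activation relative to PEA EC100 response / Benchmarks: DMSO and PEA EC100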
CHRM5 antagonist = CHRM5 antagonism in calcium assay; 360,000 tested, 0.59% active; inhibition, % at 3 µM; P08912; AID 624040; CHO-hM5 cells, Fluo-8 calcium fluorescence, ACh EC80;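 active means inhibition above a per-plate cutoff, the mean of that plate's test compounds plus 3 SD, cut at about 27% in these data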;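 further: 0% = acetylcholine EC80 with DMSO and 100% = DMSO without agonist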
CRFBP-R2 agonist = CRF-BP/CRF-R2 complex agonism | HEK293 CRF-R2/CRF-BP, calcium dye fluorescence (FLIPR); percent of saturating CRF peptide response | activation, % at 13.2 µM | 350,000 tested, 0.46% active;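 active means activation of at least 50%, plus an integration ratio under a set limit after plate pattern correction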;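 further: plate controls were neutral control wells without compound for no effect and CRF at EC100 for full effect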
An asterisk follows results filed as active; · = no result given.

SMILES	TAAR1 antag	M4 PAM	CRFBP-R2 block	M1 PAM parental	CHRM5 PAM	M5 ag	TAAR1 agonist	CHRM5 antagonist	CRFBP-R2 agonist
COc1ccc(NS(=O)(=O)c2cccc(C(=O)N/N=C(\C)c3cccnc3)c2)cc1	-18	3	-5	-5	11	1	2	-1	0.6
Cc1nnc(NC(=O)c2ccc(S(=O)(=O)N(C)c3ccccc3)cc2)s1	-5	13	-3	4	0	0	2	5	0.5
CC(CCl)OC(C)CCl (centres undefined)	8	-6	7	6	2	3	2	-9	-0.5
CCOC(=O)/C(N=Nc1ccc(Cl)cc1)=C(/O)c1ccc([N+](=O)[O-])cc1	3	-2	14	16	0	-1	8	-2	-1.6
CSc1nc(N)n2nccc2n1	-1	9	·	-6	-10	0	0	2	·
CCOc1ccc(S(=O)(=O)NCCC(=O)OC(C)C(=O)N2CCc3ccccc32)cc1 (centres undefined)	20	-11	-8	-8	-7	5	5	1	0.3
CC12CCC(C(=O)N/N=C/c3ccc(O)cc3O)(OC1=O)C2(C)C (centres undefined)	-23	2	-19	-17	-8	0	0	9	3.6
CCn1nnnc1Oc1ccc(Cl)cc1	2	12	2	5	-7	-1	10	13	-1.5
CCOC(=O)N1CCN(c2cc(=O)n(-c3ccc(OC)cc3)c(=O)[nH]2)CC1	10	9	-1	19	-6	5	12	-6	-1.4
CCCCNC(=O)c1sc2ncnc(N3CCc4ccccc4C3)c2c1C	8	-11	36	-3	-12	-5	9	1	-9.4
NNC(=O)/C=C/c1ccc(Cl)cc1Cl	-9	13	11	-14	5	2	6	-9	-1.4
CN(C)S(=O)(=O)c1ccc(N)c([N+](=O)[O-])c1	14	1	8	-33	-6	-4	1	5	-2.3
CCC12CCC3c4ccc(O)cc4CCC3C1CC(O)C2O (centres undefined)	10	0	-3	-17	0	4	4	6	-2.5
Cn1c(=O)c2c(nc(N/N=C/c3ccc(OC(=O)c4ccco4)cc3)n2Cc2ccccc2)n(C)c1=O	7	0	1	-4	-4	-3	12	-1	-1.5
CC(C)(C)c1ccc(C(=O)Nc2ccc(C(=O)NCc3cccnc3)cc2)cc1	5	3	-8	14	1	-2	2	-6	-0.3
S=C(NCc1cccnc1)c1ccccc1	-10	-7	-2	-5	-2	0	10	7	-0.3
Cc1noc(C)c1NC(=O)N(C)C[C@H]1Oc2ccc(NC(=O)CCC(F)(F)F)cc2C(=O)N([C@H](C)CO)C[C@@H]1C	16	-2	-7	4	1	5	8	-3	0.5
Cc1ccc(NC(=O)c2ncn(CCCNCc3ccccc3)n2)cc1C	-20	-1	14	-12	-3	0	4	0	0.7
Cc1onc(-c2c(F)cccc2Cl)c1C(=O)Nc1nc2c(s1)CCCC2	11	-2	-18	5	-7	-5	5	4	-0.4
Cc1cc(C(=O)OCC(=O)Nc2cccc(S(N)(=O)=O)c2)c2ccccc2n1	-5	2	-2	7	-3	3	-1	6	1.1
Cc1ccc(CNc2ncnc3cc(Cl)ccc23)cc1	16	-11	-5	-10	-18	2	0	35*	3.1
Cn1c(O)c(N=Nc2ccccc2)c2ccccc21	-19	-4	11	3	4	-3	3	2	-1.1
NC(=O)COC(=O)c1cc(=O)[nH]c2ccc(S(=O)(=O)Nc3ccc(F)cc3)cc12	3	7	9	11	8	-1	1	-11	-0.5
COc1ccccc1OCCCCn1c(C(C)O)nc2ccccc21 (centres undefined)	-5	-2	-5	10	-6	9	8	9	0.4
CC(=O)Nc1cccc(-c2ccnc3c2CC(C)(C(=O)NCc2ccncc2)O3)c1 (centres undefined)	-10	2	·	16	1	1	0	3	·
COC(=O)C1=CO[C@@H](O[C@@H]2OC(CO)[C@@H](O)[C@@H](O)[C@@H]2O)C2C1CC[C@]2(C)O (some centres undefined)	-8	4	16	-14	-1	3	3	2	-1.3
O=C1CCCc2c1nc(-c1ccccc1F)n2O	-7	8	39	17	2	0	4	2	1.4
CCCOc1c(Cl)cc(C(=O)Nc2ccc3c(c2)OCO3)cc1OCC	27	0	-3	25	-2	-10	5	-6	0.5
CC(=O)c1cccc(OCc2cc(C(=O)N(C)Cc3ccc(C)o3)no2)c1	13	0	10	-19	-3	-3	2	4	0.5
COc1ccc(Cl)cc1NC(=O)c1ccco1	3	20	3	18	11	-8	4	-6	-1.9
CCc1noc(C)c1C(=O)N(C)CC(=O)Nc1ccc(OC)cc1	0	5	0	-19	-2	2	3	2	3.5
CC(=O)c1ccc(S(=O)(=O)NCc2nnnn2-c2ccccc2)cc1	1	4	1	10	2	-4	1	-1	-0.9
Cc1c(C(=O)NCc2cccc([N+](=O)[O-])c2)sc(=O)n1Cc1ccc(F)cc1	37	-14	·	5	-12	1	5	11	·
Cc1nc(=O)c(-c2ccccc2)c(C)n1-c1ccc(S(N)(=O)=O)cc1	2	9	23	-1	-3	3	14	3	-1.3
COCCN1C(=O)C(=O)/C(=C(/O)c2ccc(S(=O)(=O)N3CCOCC3)cc2)C1c1cccc([N+](=O)[O-])c1 (centres undefined)	·	3	10	13	4	-2	·	2	2.6
COc1ccc(CCNC(=O)CCC(=O)N2CCOc3ccccc32)cc1OC	-10	-2	20	11	-1	1	1	-4	0.3
Cc1ccc(C)c(C(=O)OCC(=O)Nc2ccc(N3CCOCC3)cc2)c1	-21	14	11	12	11	2	3	-3	0.1
O=c1ccn(C2CCCO2)c(=O)[nH]1 (centres undefined)	-9	1	-7	15	-6	-2	2	14	3.2
CCc1cc2c(=O)c(-c3ccon3)c(N)oc2cc1OC	8	7	-5	12	-2	-3	-4	-3	-0.9
Clc1ccc(-c2nnc(-c3ccccc3)c(-c3c[nH]c4ccccc34)n2)cc1	-19	11	3	21	2	1	1	11	5.7

3 of the entries above in order of the CRFBP-R2 block value, highest first.
molecule	CRFBP-R2 block
Cc1nc(=O)c(-c2ccccc2)c(C)n1-c1ccc(S(N)(=O)=O)cc1	23
COc1ccc(Cl)cc1NC(=O)c1ccco1	3
CCc1cc2c(=O)c(-c3ccon3)c(N)oc2cc1OC	-5

The list goes on.
SMILES	TAAR1 antag	M4 PAM	CRFBP-R2 block	M1 PAM parental	CHRM5 PAM	M5 ag	TAAR1 agonist	CHRM5 antagonist	CRFBP-R2 agonist
CC(=O)N(C)[C@H]1C[C@@H](c2ccccc2)N(C(C)=O)C[C@H]1CO	-8	3	·	12	-1	2	7	3	·
CCOC(=O)C1=C(CNCc2ccccc2Cl)NC(=O)NC1c1cccc([N+](=O)[O-])c1 (centres undefined)	-3	-5	-26	20	6	-12	2	-4	-0.6
Cc1ccc(N2CC(C(=O)NCc3ccc(C)n3C)CC2=O)cc1 (centres undefined)	10	3	-6	12	2	0	6	2	1.4
CC(=O)Nc1nc2c(C)c(Cl)ccc2s1	-7	-6	8	-4	-2	2	1	8	-3.6
Cc1ccccc1-n1cc(CNC(=O)C2CCC(=O)N(C3CC3)C2)cn1 (centres undefined)	-14	7	0	-25	-3	1	3	7	1.9
CCOC(=O)CC[C@H](NC(=O)Cn1cnc2c(NCc3ccccc3)ncnc21)C(=O)OCC	-10	1	3	-8	-6	-1	1	3	-2.0
Cc1ccc(NC(=S)NCCN2CCOCC2)cc1C	7	0	8	12	2	0	2	-3	0.0
CCCn1nc(C(=O)Nc2nnc(CC)s2)c2ccccc2c1=O	-27	15	-18	22	11	3	3	-8	-3.5
CN1CCCN(Cc2ccc(Cl)cc2Cl)CC1	-16	0	-11	14	2	-6	17	-8	-0.7
O=C(NCc1ccco1)c1cc(-c2ccco2)on1	·	0	-24	7	4	-2	·	-7	-4.1
C[n+]1cn(/N=C/c2ccccc2)c2ccccc21	-13	-4	-3	17	-3	-2	37	-1	-2.1
Cc1ccc(C(=O)CN(CCCC(N)=O)C(=O)c2ccncc2)cc1	-5	0	8	2	5	3	2	-5	-1.0
CCOC(=O)N/N=C\c1ccc([N+](=O)[O-])s1	-3	2	20	14	2	-1	1	-17	0.5
O=[N+]([O-])c1ccc2c(c1)C(=NO)c1cc(F)ccc1-2	-4	2	22	3	-3	-4	-3	7	-0.7
Oc1ccc(Cl)cc1C=Nc1ccc(Br)cc1	2	6	-4	20	1	-4	8	-2	4.3
CCn1cc(C(=O)NCc2cccnc2)c(=O)c2cc(F)c(N3CCN(C(=O)c4ccco4)CC3)cc21	7	-1	6	3	-10	-1	3	6	-2.0
CN(C)/C=C/C(=O)c1cnc2sccn2c1=O	9	0	0	19	7	-2	7	1	1.2
C/C(=N\OCc1nc2ccccc2c(=O)n1/N=C/c1cc(C)cc([N+](=O)[O-])c1O)c1ccccc1	27	-9	8	1	11	2	1	1	2.0
COc1cccc(-c2cc(C(=O)N3CCN(c4ccc(F)cc4)CC3)no2)c1	-18	-2	-20	-3	2	-1	3	3	-0.6

Structural class, the entries above containing fluorine.
SMILES	TAAR1 antag	M4 PAM	CRFBP-R2 block	M1 PAM parental	CHRM5 PAM	M5 ag	TAAR1 agonist	CHRM5 antagonist	CRFBP-R2 agonist
Cc1noc(C)c1NC(=O)N(C)C[C@H]1Oc2ccc(NC(=O)CCC(F)(F)F)cc2C(=O)N([C@H](C)CO)C[C@@H]1C	16	-2	-7	4	1	5	8	-3	0.5
Cc1onc(-c2c(F)cccc2Cl)c1C(=O)Nc1nc2c(s1)CCCC2	11	-2	-18	5	-7	-5	5	4	-0.4
NC(=O)COC(=O)c1cc(=O)[nH]c2ccc(S(=O)(=O)Nc3ccc(F)cc3)cc12	3	7	9	11	8	-1	1	-11	-0.5
O=C1CCCc2c1nc(-c1ccccc1F)n2O	-7	8	39	17	2	0	4	2	1.4
Cc1c(C(=O)NCc2cccc([N+](=O)[O-])c2)sc(=O)n1Cc1ccc(F)cc1	37	-14	·	5	-12	1	5	11	·
O=[N+]([O-])c1ccc2c(c1)C(=NO)c1cc(F)ccc1-2	-4	2	22	3	-3	-4	-3	7	-0.7
CCn1cc(C(=O)NCc2cccnc2)c(=O)c2cc(F)c(N3CCN(C(=O)c4ccco4)CC3)cc21	7	-1	6	3	-10	-1	3	6	-2.0
COc1cccc(-c2cc(C(=O)N3CCN(c4ccc(F)cc4)CC3)no2)c1	-18	-2	-20	-3	2	-1	3	3	-0.6
